# IEC-6 tox – counter-screen for KLF5 inhibitors: cytotoxicity in IEC-6 cells; 290,000 compounds, 0.78% hits; IEC-6 cytotoxicity, luminescence viability; AID 1825; inhibition, % at 5 µM; in the data active = inhibition above about 22%;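 also: 0% = plate median of test compound wells and 100% = cytotoxic reference compound wells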
# SKKanGAS inh – blocks kanamycin growth of S. pyogenes SKKanGAS strain; inhibition, % at 7.5 µM; BacTiter-Glo, 6 h; 300,000 compounds, 1.3% hits; AID 1662;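 active = mean replicate score, as percent of positive control median, at least 50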;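 also: strain carries kanamycin resistance gene driven by streptokinase promoter and grows in 40 µg/ml kanamycin; loss of luminescence reflects streptokinase promoter inhibition or plain growth inhibition; 0% = median of DMSO wells and 100% = positive control at its reference dose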
# TRPC6 activator – activators of mouse TRPC6 channel; Q61143; HEK293-TRPC6 membrane potential dye fluorescence; active compounds read high; B-score at 10 µM; 310,000 compounds, 0.13% hits;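 active = B-score of the integrated fluorescence ratio above library mean plus 3 SD, and starting fluorescence ratio within library mean plus 5 SD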;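 also: higher score means more depolarization so channel activation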
# TRPC6 inhibitor – inhibitors of mouse TRPC6 channel. Q61143. HEK293-TRPC6, membrane potential dye, ACh-evoked depolarization; active compounds read low. B-score at 10 µM. 310,000 compounds, 1.1% hits. AID 2553;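 active = B-score under library mean minus 3 SD, initial fluorescence not abnormally high, positive integrated signal ratio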;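 also: B-score derived from integrated fluorescence ratio over the kinetic read; more negative B-score means stronger inhibition of depolarization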
# HIF activator – HIF pathway transcriptional activation | 300,000 compounds, 0.32% hits | activation, % at 7.5 µM (by protocol) | U2OS HRE-luciferase reporter, luminescence; normalized: DMSO 0%, desferrioxamine 100% | AID 1910;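 active = mean activation of at least 10% of the iron chelator positive control signal, with at least half of replicates also reaching 10%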
# aSyn UTR inh – MLPCN primary screen, SNCA 5' untranslated region | 300,000 compounds, 0.82% hits | inhibition, % (tested at 7.5 µM) | alpha-synuclein 5'UTR reporter, inhibitor activity; in the data active = inhibition above about 60%;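 also: H4 neuroglioblastoma cells stably carrying SNCA 5'UTR luciferase fusion; 0% = DMSO wells and 100% = positive control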
# MrgX1 antagonist – antagonists of human MrgX1 receptor; MRGX1-HEK293 calcium flux, Fluo-4, BAM8-22 antagonism; active compounds read low; B-score at 10 µM; 310,000 compounds, 1.3% hits; AID 588676;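 active = calcium-response B-score plate-corrected more than 3 library SD below zero, starting fluorescence within 5 deviations, no agonist response on first addition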;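 also: peak minus trough fluorescence over baseline after final BAM8-22 challenge near maximal dose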
# KLF5 inhibitor – suppresses KLF5 promoter-driven expression; DLD-1 KLF5 promoter-luciferase reporter, luminescence; inhibition, % at 5 µM; 290,000 compounds, 0.23% hits; AID 1700;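 active = inhibition above a per-plate limit of that plate's mean compound inhibition plus 3 SD, cut at about 60% in these data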;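 also: 0% = DMSO wells and 100% = LY294002 at 200 µM; higher means less KLF5 promoter-driven luciferase light; inactives centre near -14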
# TRPC4 agonist – TRPC4 (mouse) channel activation; HEK293 TRPC4beta/mu-opioid, Fluo4 calcium fluorescence; active compounds read high; B-score at 10 µM; 310,000 compounds, 0.49% hits; AID 2237;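 active = B-score above 5 SD of library B-scores, and initial fluorescence ratio not above library mean plus 5 SD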;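 also: positive B-score marks a calcium rise read as TRPC4 activation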
# Target sequence (Q9QUQ5 whole entry, looked up): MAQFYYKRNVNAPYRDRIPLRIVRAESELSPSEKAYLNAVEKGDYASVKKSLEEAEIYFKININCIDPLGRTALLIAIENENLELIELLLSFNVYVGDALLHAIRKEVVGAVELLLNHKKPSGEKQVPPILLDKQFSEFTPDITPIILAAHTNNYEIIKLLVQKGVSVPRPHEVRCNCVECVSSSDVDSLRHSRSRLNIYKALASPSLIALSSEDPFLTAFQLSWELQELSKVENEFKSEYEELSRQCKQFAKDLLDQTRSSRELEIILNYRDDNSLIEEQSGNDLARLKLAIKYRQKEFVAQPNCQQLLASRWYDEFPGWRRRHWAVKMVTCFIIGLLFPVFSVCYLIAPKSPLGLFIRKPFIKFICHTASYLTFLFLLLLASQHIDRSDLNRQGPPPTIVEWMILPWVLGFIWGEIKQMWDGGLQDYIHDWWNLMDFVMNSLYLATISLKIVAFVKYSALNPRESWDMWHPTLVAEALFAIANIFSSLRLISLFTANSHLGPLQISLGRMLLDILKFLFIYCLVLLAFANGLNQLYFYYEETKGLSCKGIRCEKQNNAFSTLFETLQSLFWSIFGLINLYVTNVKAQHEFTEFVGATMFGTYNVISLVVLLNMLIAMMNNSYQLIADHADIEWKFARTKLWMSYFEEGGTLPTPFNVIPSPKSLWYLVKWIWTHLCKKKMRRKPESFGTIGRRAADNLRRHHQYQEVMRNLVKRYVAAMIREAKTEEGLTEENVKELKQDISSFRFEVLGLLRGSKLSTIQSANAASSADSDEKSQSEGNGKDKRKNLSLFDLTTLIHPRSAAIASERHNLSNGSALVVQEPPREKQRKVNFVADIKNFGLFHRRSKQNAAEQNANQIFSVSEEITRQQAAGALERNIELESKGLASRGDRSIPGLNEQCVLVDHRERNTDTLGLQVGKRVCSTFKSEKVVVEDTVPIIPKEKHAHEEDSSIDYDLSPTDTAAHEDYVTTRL
#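 System – HEK293 cells stably co-expressing mouse TRPC4beta and mu-opioid receptor · Signal – Fluo4 calcium-sensitive dye fluorescence, kinetic, 1 Hz baseline · Benchmarks – buffer (low) and maximal DAMGO (high) · Read-out – B score of integrated fluorescence ratio per well · Incubation – dye loading 45 min room temperature, 110 s kinetic read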
# TRPC4 inh – inhibitors of mouse TRPC4 channel; HEK293 TRPC4beta/mu-opioid, DAMGO-evoked Fluo4 calcium flux; active compounds read low; B-score at 10 µM; 300,000 compounds, 0.39% hits; AID 2247;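 active = B-score over 3 SD under the library average, no early fluorescence shift, positive overall ratio signal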
#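 Signal: kinetic Fluo4 fluorescence imaging of calcium influx. Material: stable TRPC4beta/mu-opioid receptor HEK293 cells. Probe or stimulus: DAMGO in two steps, submaximal then maximal.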
# TRPC4 potent – allosterically enhances the mouse TRPC4 cation channel; Q9QUQ5; HEK293 TRPC4beta/mu-opioid, DAMGO EC20, Fluo-4 Ca2+ flux; active compounds read high; B-score at 10 µM; 310,000 compounds, 0.42% hits;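 active = B-score of calcium response area above 5 SD of library B-scores, with initial fluorescence ratio within 5 SD of library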;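 also: B-score of integrated fluorescence ratio over time as area under calcium response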
# * = called active by the depositor; i = inactive; nt = not tested or not shown. An excerpt; count on the stated rates, not on these rows.
SMILES,IEC-6 tox,SKKanGAS inh,TRPC6 activator,TRPC6 inhibitor,HIF activator,aSyn UTR inh,MrgX1 antagonist,KLF5 inhibitor,TRPC4 agonist,TRPC4 inh,TRPC4 potent
Cc1[nH]c2ccccc2c1C(=O)C(=O)N1CC2CC(C1)c1cccc(=O)n1C2 (stereo unspecified),2,5,i,i,-0.1,17,i,-6,i,i,i
CC1CCC(C(=O)NC(C(=O)N2CCC3(CC2)OCCO3)C(C)C)CC1 (stereo unspecified),3,-3,i,i,0.8,-32,i,-19,i,i,i
Cc1nn(Cc2ccccc2)c(Cl)c1C(=O)OCC(=O)NCC1CCCO1 (stereo unspecified),10,-6,i,i,-0.6,5,i,-26,i,i,i
CCn1cc(C(=O)c2ccccc2)c2ccccc21,-1,2,i,i,-0.6,20,i,-8,i,i,i
CN1C(=O)C(=Cc2cn(CC(=O)N3CCCCC3)c3ccccc23)C(=O)N(C)C1=O,-1,-1,i,i,0.2,20,i,-21,i,i,i
CCCn1ncc(CN2CCCC(C(=O)c3cccc(OC)c3)C2)c1C (stereo unspecified),0,10,i,-5.9*,-0.4,-7,i,0,i,i,i
COC(=O)c1ccc(NC(=O)CSc2nc3ccc(N4C(=O)C5C6C=CC(C6)C5C4=O)cc3s2)cc1 (stereo unspecified),3,32,i,i,1.7,-12,-7.4*,-10,i,i,i
Cc1nc(SCc2c(Cl)cccc2Cl)nc(OC(=O)N(C)C)c1C,12,-10,i,i,-0.3,18,i,-15,i,i,i
CC(C)CCNC(=O)c1cc(C(=O)c2cc(F)ccc2O)cn(CCC(C)C)c1=O,0,47,i,i,-0.1,22,i,-3,i,i,i
Cn1c(O)c(C2=NN(C(=O)CCl)C(c3ccccc3)C2)c(=O)n(C)c1=O (stereo unspecified),3,20,i,i,0.4,-25,i,-30,i,i,i
CC(C)[C@H]1C(=O)O[C@@H]2CCN3CC=C(COC(=O)[C@](C)(O)[C@]1(C)O)[C@H]23,4,nt,i,i,0.0,-1,i,-14,i,i,i
CCCC(C)C1(CC)C(=O)NC(=O)N=C1N (stereo unspecified),-4,2,i,i,-0.1,1,i,-20,i,i,i
Fc1ccc(CN2CCN(c3ccc(Cl)cc3)CC2)cc1,-2,-4,i,i,0.4,18,i,-10,i,i,i
CCCCSC1=NN1c1nc(N)nc(C)c1CC,0,2,i,i,0.0,-24,i,-25,i,i,i
Cc1ccc(C(=O)Nc2ccc(-n3ccnc3P(=O)(O)c3ccccc3)cc2)cc1,0,-12,i,i,-0.2,-5,i,-30,i,i,i
Cc1ccc(NC(=S)NCCc2cnc[nH]2)cc1C,4,3,i,i,nt,nt,i,-7,225*,i,i
CN1C(=O)N(C)C(=O)C2(Cc3cc(N)ccc3N3CCN(c4ccccc4F)CC32)C1=O (stereo unspecified),-1,4,i,i,-0.6,5,i,-8,i,i,i
Cc1ccc2c(c1)C1CN(C)CCC1N2C(=O)CCCN1C(=O)c2cccc3cccc(c23)C1=O (stereo unspecified),1,-12,i,i,1.0,-18,i,-15,i,i,i
O=C(COC(=O)Cc1ccccc1)Nc1ccc(SC(F)F)cc1,-4,nt,i,i,-0.2,-5,i,-25,i,i,i
O=C(N=Nc1c(O)[nH]c(=O)[nH]c1=O)C1COc2cc3ccccc3cc2O1 (stereo unspecified),-10,-5,i,i,-0.1,7,i,-20,i,i,i
COc1ccccc1CCNC1CCC(C(C)(C)C)CC1 (stereo unspecified),5,5,18*,-14*,0.4,4,i,-22,i,i,i
CC1COC2N=C(N[N+](=O)[O-])NC2O1 (stereo unspecified),-4,-1,i,i,0.0,-2,i,-20,i,i,i
COc1cc(N2CCOCC2)ccc1/C=C1\C(=O)NC(=O)N(Cc2cccs2)C1=O,-4,1,i,i,-0.8,10,i,16,i,i,i
N#Cc1c(/N=C/c2ccc(O)cc2O)sc2c1C1CCN2CC1,2,2,i,i,0.0,-11,i,-13,i,i,i
Cc1cccc(NC(=O)N2CCCC2)c1,1,2,i,i,0.1,-5,i,-15,i,i,i
Cc1nc2ccc(Cl)cn2c1P(=S)(N1CCOCC1)N1CCOCC1,5,-1,i,i,-0.4,-6,i,-6,i,i,i
COc1cccc(C2(O)CCSCC2CN(C)C)c1 (stereo unspecified),7,2,i,i,0.0,0,i,-4,i,i,i
NC(=O)OCCCc1ccccc1,nt,-4,i,i,-0.1,4,i,nt,i,i,i
O=c1[nH]c(=O)n(-c2ccc(Br)cc2)c(O)c1C=NCCN1CCCCC1,0,1,i,i,0.2,4,i,-21,i,i,i
CN(Cc1ccccc1)C1CCCN(C(=O)COc2ccccc2Cl)C1 (stereo unspecified),-2,1,i,i,-0.2,12,i,4,i,i,i
CC[N+](CC)(CC#CCO)CC#Cc1ccccc1,-1,-3,i,i,-0.9,-4,i,-7,i,i,i
CCOC(=O)C(O)(c1ccc(NC(=O)NC2CCCCC2)cc1)C(F)(F)F (stereo unspecified),1,4,i,i,1.0,-83,i,-22,i,i,i
Cc1nc2cc(-c3ccccc3)nn2c(C)c1CCC(=O)N1CCC2(CC1)OCCO2,-1,-7,i,i,-1.7,79*,i,0,i,i,i
N#CC[N+]1(CCCNP2(=O)C=C(c3ccccc3)OC(c3ccccc3)=C2)CCOCC1,-5,1,i,i,-0.1,0,i,-4,i,i,i
Cc1cccc(-n2c(O)c(/C=C3/C(c4ccccc4)=Nc4ccccc43)c(=O)[nH]c2=O)c1,70*,-8,i,i,2.2,-174,i,23,i,i,i
O=[N+]([O-])c1cc(F)c(N2CCCC2)cc1Br,-2,9,i,i,-0.2,23,i,-14,i,i,i
CC(C)OP(=O)(OC(C)C)C(O)c1cccnc1 (stereo unspecified),4,-2,i,i,0.1,-11,i,-11,i,i,i
C=CCN1C(=O)NC(=O)/C(=C/C=C/c2ccccc2)C1=O,-2,2,i,i,-2.3,-69,nt,-10,i,i,i
CN(C)c1ccc(CCN2CCOCC2)cc1,nt,2,i,i,3.2,-12,i,nt,i,i,i
CC(C)c1oc(=O)cc2c1[C@@H](O)[C@H]1OC(=O)[C@@]3(C)CC[C@@H](O)[C@@]2(C)C13 (stereo partly specified),21,3,i,i,-1.3,10,i,39,i,i,i
CCCCn1c(=O)c(C(=O)Nc2ccccc2C)c(O)c2ccccc21,3,1,i,i,-0.2,28,i,-14,i,i,i
CC(=O)OC1(c2ccccc2)CCN(C)C(C)C1C (stereo unspecified),6,-1,i,i,0.1,-14,i,-9,i,i,i
Cc1cc(C=O)c(C)n1C(C)C,0,-5,i,i,-0.4,-6,i,-16,i,i,i
CN(C)CCN=Cc1c(O)n(Cc2ccc3c(c2)OCO3)c(=S)[nH]c1=O,6,1,i,i,-0.2,0,i,4,i,i,i
COc1ccccc1N1CCN(Cc2ccc(Br)s2)CC1,-2,-1,i,i,-0.3,14,i,-13,i,i,i
Cc1oc(-c2ccccc2Cl)nc1CN1C(=O)CN=C(c2ccccc2)c2ccccc21,-2,16,i,i,0.1,36,i,8,i,i,i
O=C(NCc1ccccc1)c1cccn(Cc2ccccc2)c1=O,-2,-2,i,i,0.7,1,i,-33,i,i,i
CCCCCCCCCCCCn1ccc(=N)cc1,79*,93*,i,-9*,-0.4,104*,-5.3*,76*,i,i,i
CC1(C)CC(=O)C2=C(C1)NC(=O)C21C(C(=O)OC(C)(C)C)=C(N)Oc2ccc(Br)cc21 (stereo unspecified),-4,-12,i,i,-0.1,-20,i,-12,i,i,i
COCc1c(CN)cnc(C)c1N,5,3,i,i,0.1,20,i,9,i,i,i
O=C(NCCN1CCCCC1)c1ccc(Cl)nc1Cl,-4,0,i,i,0.1,1,i,-12,i,i,i
N#CCCn1cc(C(=O)NCc2ccccc2)c(-c2ccc3c(c2)OCCO3)n1,-12,-9,i,i,-0.3,17,i,0,i,i,i
CCCS(=O)(=O)N1CCC(C(=O)N2CCC3(CC2)OCCO3)CC1,3,-2,i,i,-0.1,-4,i,-10,i,i,i
COc1ccc(-c2cc(=Nc3cccc(C(=O)O)c3)c3cc(C)ccc3o2)cc1,-6,15,i,i,-2.3,-81,i,-97,i,i,i
Clc1ccc(CNC2CN3CCC2CC3)cc1 (stereo unspecified),6,0,i,i,-0.1,-6,i,-2,i,i,i
COc1ccc(-n2nc(C(=O)NCC(=O)N3CCC4(CC3)OCCO4)c3ccccc3c2=O)cc1,-1,9,i,i,0.9,-48,i,-44,i,i,i
O=C(NC(=O)N1CCC2(CC1)OCCO2)c1ccc(Cl)cc1,-4,6,i,i,0.6,4,i,-14,i,i,i
O=P(N1CCCCC1)(N1CCCCC1)C(Cl)(Cl)Cl,-1,5,i,i,0.3,19,i,-14,i,i,i
COC(=O)C1=C(c2ccc(S(C)(=O)=O)cc2)C[C@@H]2CC[C@H]1N2C(=O)NCc1ccco1,nt,5,i,i,0.1,9,i,nt,i,i,i
CCC(=NCc1ccco1)c1c(O)n(C)c(=O)n(C)c1=O,0,-1,i,i,-0.1,12,i,-11,i,i,i

# New compounds follow:
SMILES,IEC-6 tox,SKKanGAS inh,TRPC6 activator,TRPC6 inhibitor,HIF activator,aSyn UTR inh,MrgX1 antagonist,KLF5 inhibitor,TRPC4 agonist,TRPC4 inh,TRPC4 potent
CCC(=NCCCN1CCOCC1)c1c(O)n(Cc2ccccc2)c(=O)[nH]c1=O,-1,-9,i,i,-0.6,-11,i,-3,i,i,i
Cc1cccc(CN2CCN(Cc3ccc(Cl)cc3)CC2)c1,4,7,i,i,0.2,15,i,-9,i,i,i
Cc1ccc2c(c1)C(c1ccccc1)=NCC(=O)N2,2,19,i,i,-50,17,i,-28,i,i,i
CC(Cc1ccccc1Sc1ccccc1)N(C)C (stereo unspecified),2,2,i,i,-1.2,-6,i,18,i,i,i
COc1cccc2c1O[C@H]1C(=O)CC[C@H]3CN(C)CCC231 (stereo partly specified),nt,1,i,i,-3.3,0,i,nt,i,i,i
CC(C)(CN)CC(=O)O,1,-6,i,i,-0.2,-11,i,-33,i,i,i
CCCCC(=O)N/N=C/c1c(O)n(CC)c(=S)n(CC)c1=O,-2,16,i,i,0.8,15,i,-22,103*,i,i
C[N+](C)(C)CC(=O)Nc1ccc(Cl)cc1C(=O)c1ccccc1,-5,nt,i,i,-0.5,20,i,-42,i,i,i
CN(C)CCCNCC(=O)Nc1ccc(Cl)cc1C(=O)c1ccccc1,1,2,i,i,-0.5,-50,i,1,i,i,i

# Screens: PubChem BioAssay, several laboratories
